# Screens: PubChem BioAssay, several laboratories
# RBBP9 inhibitor: inhibitors of human serine hydrolase RBBP9 | O75884 | inhibition, % at 7.94 µM | recombinant RBBP9, FP-Rh probe fluorescence polarization | hit rate 0.2% among 220,000;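 active = inhibition above the campaign mean of all tested compounds plus 3 SD, cut at about 14% in these data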;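 note: plate controls were DMSO wells with RBBP9 for no effect and wells lacking RBBP9 protein for full effect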
# Target sequence (O75884 whole entry, looked up): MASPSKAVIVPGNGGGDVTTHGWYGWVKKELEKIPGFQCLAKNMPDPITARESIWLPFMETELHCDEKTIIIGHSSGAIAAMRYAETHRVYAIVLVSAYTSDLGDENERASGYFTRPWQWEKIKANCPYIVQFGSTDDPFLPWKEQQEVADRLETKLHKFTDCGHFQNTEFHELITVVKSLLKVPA
#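 system = RBBP9 protein | input = RBBP9 at 2.5 µM in dispensed solution, before mixing | measured by = fluorescence polarization (mP), excitation 525 nm, emission 598 nm | incubation = enzyme-compound preincubation 30 min, then probe labeling 45 min, 25 °C | buffer or medium = Tris-NaCl-Pluronic buffer, pH 8.0 | compound = single dose 7.94 µM | also added = FP-Rh probe, 375 nM dispensing solution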
# PPC-1+TRAIL kill: compounds killing PPC-1 cancer cells with TRAIL present (potentiator screen, no TRAIL-free arm); hit rate 0.41% among 220,000; cell killing (% activity), % at 4 µM; PPC-1 cells + TRAIL, ATPLite viability luminescence; AID 1443;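 active = cell killing above 50% in the first pass at 4 µM, then a duplicate retest at 5 µM averaging 50% or more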;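 note: plate controls were cells with TRAIL plus DMSO for no effect and medium-only wells lacking cells for full effect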
# Ba/F3 V617F tox: loss of viability in JAK2V617F-driven Ba/F3 cells | Ba/F3 EpoR-JAK2V617F viability, ATP luminescence | inhibition, % at 5.6 µM | hit rate 1.1% among 220,000;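 active = inhibition above the campaign mean plus 3 SD over all tested compounds, cut at about 24% in these data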;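 note: cytokine-independent growth of Ba/F3 cells driven by EpoR plus mutant JAK2; 0% = DMSO-treated cells and 100% = JAK inhibitor I control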
# CHOP inh: CHOP inhibition in unfolded protein response | CHO-K1 CHOP-promoter luciferase, tunicamycin-induced, 15-18 h | inhibition, % at 10 µM | hit rate 3.8% among 220,000 | AID 2732;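 active = compounds that reduced the stress-induced luciferase reporter signal by more than about 70% of percent inhibition, limit read from the data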;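 note: 0% = tunicamycin plus vehicle and 100% = wells without tunicamycin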
# TNF necrop inh: TNF-alpha cell death inhibition in Jurkat FADD-/- cells; AID 463075; Jurkat FADD-/- TNF necroptosis rescue, ATP luminescence, 24 h; 0 = TNF only, 100 = no-TNF cells; hit rate 0.068% among 220,000; activation (protection from cell death), % at 10 µM;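 active = activation, meaning protection from cell death, of at least 50% relative to plate controls; inactive = activation below 50%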;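 note: necroptosis triggered by 40 ng/mL TNF-alpha added together with compound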
# Wee1 stabilizer: human Wee1 degradation inhibition, primary screen; HeLa Luc-Wee1K328M stability, luciferase luminescence; 100% = proteasome inhibitor MG132 effect; reporter increase, % at 5 µM; hit rate 1.2% among 220,000;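 active = activation above the mean of all tested compounds plus 3 SD, set per screening run, cut at about 8.8% in these data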;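 note: cells exposed to compound for 20 h before luminescence read; 0% = DMSO alone and 100% = MG132 at 30 µM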
# TRPN1 ag: agonists of zebrafish TRPN1 channel; HEK293 zebrafish TRPN1-YFP, Fluo-8 calcium fluorescence; 100% = response to 87 µM carbachol; hit rate 0.18% among 220,000; activation, % at 3 µM;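 active = activation above its plate's cutoff, the mean activation of test wells on that plate plus 3 SD, cut at about 19% in these data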;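 note: 0% = DMSO alone and 100% = 87 µM carbachol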
#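 Material: zebrafish TRPN1-YFP in HEK293 cells. Doses: one dose of 3 µM, 0.3% DMSO. Incubation: dye 1 h 37 °C plus 30 min RT. Measured by: intracellular calcium fluorescence with Fluo-8.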
# TRPML3 agonist: human mucolipin-3 channel agonism; Q8TDD5; HEK293 TRPML3-YFP, Fluo-8 calcium fluorescence; 100% = the carbachol control signal; activation, % at 3 µM; hit rate 0.29% among 220,000; AID 1448;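 active = activation above its plate's cutoff, the mean activation of the plate's test wells plus 3 SD, cut at about 12% in these data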;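 note: 0% = DMSO only wells and 100% = carbachol wells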
# Target sequence (Q8TDD5 whole entry, looked up): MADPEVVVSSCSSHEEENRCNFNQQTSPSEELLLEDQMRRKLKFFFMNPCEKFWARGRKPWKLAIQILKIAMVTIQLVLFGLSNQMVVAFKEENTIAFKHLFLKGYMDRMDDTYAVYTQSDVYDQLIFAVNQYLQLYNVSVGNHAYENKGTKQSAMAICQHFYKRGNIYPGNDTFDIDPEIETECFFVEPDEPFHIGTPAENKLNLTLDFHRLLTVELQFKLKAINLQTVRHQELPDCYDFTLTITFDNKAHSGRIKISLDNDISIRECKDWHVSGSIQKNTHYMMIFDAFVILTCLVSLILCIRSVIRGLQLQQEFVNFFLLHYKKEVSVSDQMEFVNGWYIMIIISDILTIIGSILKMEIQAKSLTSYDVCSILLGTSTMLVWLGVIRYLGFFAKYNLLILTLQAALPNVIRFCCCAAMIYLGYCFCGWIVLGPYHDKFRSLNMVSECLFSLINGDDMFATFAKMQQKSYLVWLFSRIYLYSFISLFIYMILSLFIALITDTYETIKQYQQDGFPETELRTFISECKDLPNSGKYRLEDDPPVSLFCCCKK
#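 Material: TRPML3-YFP stable HEK293 cells | Dosing: One concentration, 3 µM nominal, 0.3% DMSO | Timing: 125 s total fluorescence read per well | Technique: Fluo-8 calcium dye fluorescence, ex 470-495, em 515-575 nm | Measure: Percent activation from peak-to-basal fluorescence ratio, scaled between DMSO and carbachol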
# BaF3 tox: reduces parental Ba/F3 cell viability, JAK2V617F counter-screen | inhibition, % at 5.6 µM | hit rate 1.1% among 220,000 | CellTiter-Glo ATP luminescence;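 active = inhibition above a per-campaign cutoff, the mean inhibition of all tested compounds plus 3 SD, cut at about 27% in these data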;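 note: 0% = DMSO wells and 100% = JAK Inhibitor I control wells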
# * hit, by the source's call; · = not tested or not shown. No enrichment for hits (roughly 6.8% active in at least one column).
SMILES,RBBP9 inhibitor,PPC-1+TRAIL kill,Ba/F3 V617F tox,CHOP inh,TNF necrop inh,Wee1 stabilizer,TRPN1 ag,TRPML3 agonist,BaF3 tox
COc1cccc(NC(=O)[C@H](C)NC(=O)C2CCN(S(=O)(=O)c3ccc(C)cc3)CC2)c1,-3.3,3.5,-2.1,5.4,-1.0,-1.6,-1.5,0.0,-1.1
CN(C)c1ccc(C2=NOC(CN3C(=O)c4ccccc4S3(=O)=O)C2)cc1 (configuration not stated),-2.9,0.9,0.9,0.4,-3.9,1.0,1.5,0.6,4.1
CCCCCCc1nc2ccccc2c(=O)n1NC(=O)c1c(O)c2cccc3c2n(c1=O)CC3,0.1,·,-2.8,·,-1.1,-2.0,1.1,0.6,0.6
Cc1ccc(S(=O)(=O)N2CCCC(C(=O)NCC(C)C)C2)cc1 (configuration not stated),-7.6,-1.6,-0.2,13.0,-0.6,2.9,0.2,1.1,5.4
CCN1CCCC1CNC(=O)C(=O)NC (configuration not stated),-4.8,5.7,-1.1,-4.2,0.3,-0.5,0.1,0.6,4.8
COCCCNC(=S)N/N=C/c1ccccc1O,-0.3,13.0,-2.9,-17.7,0.6,-2.6,-0.2,0.7,-1.2
O=C(Cc1ccccc1)NC(NC(=O)Cc1ccccc1)c1cccc([N+](=O)[O-])c1,-6.6,11.5,3.3,14.8,0.6,6.5,0.5,0.5,1.9
Cc1ccnc(N(C(=O)Nc2ccccc2)C2=NCC(C)(C)S2)c1,-3.9,-2.9,-0.7,3.9,1.7,9.7*,1.2,1.1,2.6
CCOC(=O)c1sc(NC(=O)C(C)Sc2nnc(N)s2)nc1C (configuration not stated),-5.6,12.1,-1.9,2.8,1.1,1.0,1.7,0.8,2.6
Cc1cc(C)nc(Sc2ccc(/C=C(\C#N)C(N)=O)o2)n1,4.9,3.8,-7.6,-33.1,0.7,3.1,-0.3,0.5,-1.2
Cc1ccc(C)c(C(=O)CSc2nnnn2-c2cccnc2)c1,0.0,7.4,-1.2,17.6,-4.7,1.0,0.3,-0.6,6.4
COc1ccc(C(=O)N[C@H]2COC(C)(C)O[C@H]2c2ccccc2)cc1,-1.5,28.1,-0.1,5.6,-0.5,0.9,-0.8,0.2,1.8
Cc1ncc(CN2CCCC(CCC(=O)NCc3ccc(F)c(F)c3)C2)s1 (configuration not stated),-5.3,7.7,-2.6,2.8,3.0,0.9,-0.5,-0.9,0.3
Cc1ccc(NC(=O)c2ccc3nc[nH]c3c2)c(O)c1,5.0,31.0,-0.1,-13.1,-2.9,0.4,0.5,0.9,2.9
N#CC(=C1N=c2ccccc2=N1)c1c(O)[nH]c2ccccc12,-5.5,11.6,-1.6,41.0,-0.4,-0.6,-0.7,0.1,1.3
O=C(/C=C/c1ccc(OCCCF)cc1)NCc1ccc(Cl)cc1,5.3,4.8,0.0,52.5,-1.7,-3.5,-0.7,0.0,7.3
CC(C)CNC(=S)N1CCC(NC(=O)C23CC4CC(CC(C4)C2)C3)CC1,-0.6,-2.4,-0.4,14.0,-1.3,-2.2,-0.6,0.3,1.9
CC(=O)Nc1ccc(NC(=O)C(C)OC(=O)c2ccccc2C(=O)c2ccc(Cl)c([N+](=O)[O-])c2)cc1 (configuration not stated),-4.4,6.8,0.8,-207.9,0.2,1.5,2.4,0.3,6.3
O=C(Cn1nc(Cc2cccnc2)c2ccccc2c1=O)NCC1CCCO1 (configuration not stated),-4.3,-9.2,-1.5,-15.0,0.8,-2.9,1.0,1.1,-1.1
COc1cc(C2C3=C(CCCC3=O)Nc3ccc4ncccc4c32)ccc1O (configuration not stated),-5.2,0.5,7.5,-3.4,-3.4,1.7,0.3,0.8,13.8
O=C1CSC(=Nc2ccccc2)N1Cc1ccccc1,3.8,14.7,-0.5,4.6,0.6,-0.5,-3.0,-1.3,0.2
CC1CC(C)CN(C(=O)Cc2c(C(=O)O)[nH]c3ccc(Cl)cc23)C1 (configuration not stated),-5.0,38.3,2.0,-11.9,-1.1,1.6,-0.2,1.3,8.1
O=C1CN(C(=O)c2ccc(Br)o2)C(c2ccccc2)c2cc(Cl)ccc2N1 (configuration not stated),-13.6,16.3,1.7,84.5*,-2.5,-2.2,-1.8,-0.5,1.9
COc1cnn(-c2ccccc2)c(=O)c1N(C)C,-3.5,-22.1,1.1,3.9,0.5,-0.8,-1.0,0.3,4.6
Cc1ccccc1C(=O)Nc1cccc(N)c1,9.8,3.3,0.4,43.2,-0.6,2.2,-0.2,2.0,4.3
Cc1ccc(NC(=O)CCN2C(=O)CSC2=O)cc1,1.3,16.2,-3.1,-11.3,4.8,-0.8,1.1,0.6,1.5
NC(=NC(=O)c1ccccc1)N1CCOCC1,5.4,36.2,-0.9,5.6,-1.3,-2.0,1.3,1.3,-0.8
CCCCCc1c(C)nc(NCc2ccccc2)[nH]c1=O,-5.5,20.7,-0.2,108.5*,1.1,-1.3,1.2,0.3,7.6
CCCn1c(SCc2cc(=O)oc3ccc4ccccc4c23)n[nH]c1=O,-4.7,0.4,-2.0,-2.8,0.1,3.1,1.7,0.8,3.1
Cc1cccnc1NC(=O)CCCN1C(=O)c2ccccc2C1=O,-4.3,37.9,-0.5,-10.7,-0.6,0.9,-0.9,1.0,1.8
COCC(C)NCc1ccc(OC)c(Br)c1 (configuration not stated),-0.6,2.2,3.0,8.0,0.6,2.2,1.5,1.0,4.9
c1cncc(CSc2nnc3ccc(-c4ccco4)nn23)c1,2.6,9.6,-0.1,10.5,-0.1,-0.5,-0.2,0.3,0.6
CC(C)COc1ccc(C(=O)NCc2ccco2)cc1,-0.2,42.2,-4.5,20.7,-2.3,0.2,0.7,-0.1,1.0
Cc1c2ccccc2nc2c(F)c(N(C)C)c(F)c(F)c12,2.6,4.2,1.5,9.0,0.8,1.4,1.3,0.8,13.5
O=C(Cc1cccs1)NCc1cn2ccccc2n1,-9.5,-5.6,-3.5,2.3,1.4,2.4,-0.2,0.5,5.6
CCOC(=O)C/C(C)=N/NC(=O)C1CC1(c1ccccc1)c1ccccc1 (configuration not stated),-11.3,11.6,-3.7,36.1,0.7,-1.3,-0.9,0.1,0.2
CC(OC(=O)c1ccccc1NS(=O)(=O)c1cccc(C(F)(F)F)c1)C(=O)N(C)Cc1ccccc1 (configuration not stated),-13.1,-1.1,3.6,34.7,1.2,2.8,2.0,1.8,6.9
COc1ccc(NC(=S)Nc2ccccc2)c(OC)c1,3.1,12.2,-1.6,-28.7,-14.8,0.3,0.5,0.2,0.6
Cc1cccc(CSCCNC(=O)CN(c2cc(C)cc(C)c2)S(C)(=O)=O)c1,10.8,2.5,4.8,12.3,2.2,-0.8,-2.5,-1.4,-6.9
CC(=O)c1sc(NC(=O)COc2c(C)cc(Cl)cc2C)nc1C,-1.6,-17.1,-2.5,82.7*,2.0,-0.7,-0.8,-0.6,-3.5
c1ccc(Nc2scc(-c3ccccc3)[n+]2Cc2ccco2)cc1,-2.9,19.4,3.3,-6.4,0.3,3.7,1.0,-0.2,5.4
NC(=S)NNC(=O)c1cccc(Br)c1,-9.0,4.4,-0.6,5.7,0.1,-0.7,-0.2,0.7,6.0
Cc1cccc(CSc2nnc(NC(=O)CSc3nnc(C)s3)s2)c1,-4.9,-6.1,2.9,22.5,-2.9,-2.6,1.0,-0.6,6.6
CCOC(CC(=O)NNC(=O)c1c(-c2c(Cl)cccc2Cl)noc1C)OCC,2.5,8.8,-4.4,10.4,1.5,-2.7,-0.4,0.1,-0.5
O=Cc1cccc(Oc2ccc([N+](=O)[O-])cc2[N+](=O)[O-])c1,-1.8,0.6,-2.5,4.8,-6.5,-1.2,-2.4,0.0,1.0
O=C(CSc1ccc(-c2ccccn2)nn1)N1CCCC1,-3.5,2.3,0.1,-14.7,-0.3,-2.2,0.3,1.0,2.6
NC1=NC(=O)C(Cc2cccc(Cl)c2)S1 (configuration not stated),-1.5,16.7,-2.2,15.4,3.7,-4.0,-0.1,0.3,-2.1
Cc1cc(Nc2cccc(Cl)c2)n2ncnc2n1,-1.8,-10.0,-2.4,-10.0,0.0,3.9,-0.6,-0.4,2.4
Cc1nnc(-c2cccc(Br)c2)c2cn(-c3ccc(Br)cc3)nc12,-3.2,13.0,1.3,13.5,-7.9,-3.5,-1.7,-0.5,3.3
Cc1[nH]n(-c2ccccc2)c(=O)c1N=Nc1ccccc1,-0.1,-7.1,-3.4,95.4*,0.3,-4.8,-0.5,0.2,7.4
# (next part)
SMILES,RBBP9 inhibitor,PPC-1+TRAIL kill,Ba/F3 V617F tox,CHOP inh,TNF necrop inh,Wee1 stabilizer,TRPN1 ag,TRPML3 agonist,BaF3 tox
CC1CC(C(F)(F)F)n2nc(C(=O)O)cc2N1 (configuration not stated),-1.2,-0.1,-0.9,-11.5,0.5,-0.3,1.7,0.1,4.4
CCn1c(=O)cc(OCC(=O)Nc2ccccc2C#N)c2ccccc21,2.4,12.6,-3.9,9.9,0.6,2.4,0.7,0.1,1.5
COc1cccc(-c2csc(NC(=O)Oc3ccccc3)n2)c1,-3.8,14.9,3.4,33.0,-2.4,1.0,-1.4,-0.8,3.2
Cc1c(C(=O)NC(C)C)oc2c1-c1[nH]ncc1CC2,-3.4,8.5,-1.1,-0.3,-2.1,-3.0,1.4,0.7,1.6
NC(=O)c1cccc(S(=O)(=O)N2CCCCC2)c1,-6.1,10.3,-1.1,55.4,-1.0,-1.2,0.6,0.3,4.8
COc1ccc(C2(C(=O)NCCCN3CCOCC3)CCOCC2)cc1,4.3,-18.3,-3.9,23.2,0.6,1.3,-0.9,0.8,-2.0
CCCNC(=S)N1CCCC(c2nc3ccccc3[nH]2)C1 (configuration not stated),0.8,7.7,-3.9,-4.9,1.9,-2.3,0.5,-0.8,1.0
Cc1cccc(NC(=O)CCCSc2nc3ccccc3[nH]2)c1,-7.5,18.9,1.0,16.7,2.3,10.2*,-1.1,-0.4,6.5
COc1ccccc1CNC(=O)C1CCC1,-3.0,-6.9,3.0,1.9,1.5,2.1,1.1,-0.5,5.1

# Quoted at random: 3 entries already listed.
SMILES,RBBP9 inhibitor,PPC-1+TRAIL kill,Ba/F3 V617F tox,CHOP inh,TNF necrop inh,Wee1 stabilizer,TRPN1 ag,TRPML3 agonist,BaF3 tox
NC(=O)c1cccc(S(=O)(=O)N2CCCCC2)c1,-6.1,10.3,-1.1,55.4,-1.0,-1.2,0.6,0.3,4.8
CCn1c(=O)cc(OCC(=O)Nc2ccccc2C#N)c2ccccc21,2.4,12.6,-3.9,9.9,0.6,2.4,0.7,0.1,1.5
COc1ccccc1CNC(=O)C1CCC1,-3.0,-6.9,3.0,1.9,1.5,2.1,1.1,-0.5,5.1
